M1 PAM: human M1 muscarinic receptor positive allosteric modulators, primary screen, CHO-K1 cells, Fluo-8 calcium fluorescence, 1536-well; Muscarinic acetylcholine receptor M1 (Homo sapiens), P11229; CHO-K1 hM1, ACh EC20; 0% = ACh EC20, 100% = maximal ACh; activation, % at 3 µM; 360,000 compounds, 0.088% hits; in the data active means activation above about 19%, passing the limit was not always enough
Target sequence (P11229 whole entry, looked up): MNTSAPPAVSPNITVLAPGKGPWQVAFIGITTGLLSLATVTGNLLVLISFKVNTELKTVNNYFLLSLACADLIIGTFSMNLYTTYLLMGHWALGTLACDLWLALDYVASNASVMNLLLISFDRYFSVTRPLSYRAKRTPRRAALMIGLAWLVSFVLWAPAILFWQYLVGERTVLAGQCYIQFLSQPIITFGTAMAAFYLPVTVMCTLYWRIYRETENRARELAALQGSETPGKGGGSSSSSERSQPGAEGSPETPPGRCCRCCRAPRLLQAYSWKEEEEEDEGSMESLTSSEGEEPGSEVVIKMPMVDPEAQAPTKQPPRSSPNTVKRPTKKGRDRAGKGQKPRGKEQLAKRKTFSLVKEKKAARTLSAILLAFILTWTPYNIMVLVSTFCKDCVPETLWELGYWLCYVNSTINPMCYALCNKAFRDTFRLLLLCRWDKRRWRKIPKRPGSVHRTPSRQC
OXTR potentiator: human OXTR potentiators, primary screen, fluorescence, CHO-OTR cells, Fluo-8 calcium. Fluo-8 calcium fluorescence, potentiator mode; 0% = oxytocin EC15, 100% = EC100. 320,000 compounds, 0.061% hits. activation, % at 3 µM;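 active means activation above that plate's cutoff, the mean activation of tested compounds plus 3 SD, cut at about 6.6% in these data, passing the limit was not always enough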;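 further: 100% uses oxytocin at 75 nM as the full agonist control; some results filed as inactive read as strong as hits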
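System: human OTR in CHO cells / Also added: sub-maximal oxytocin, roughly EC15 / Control set: EC15 oxytocin low, 75 nM oxytocin high / Schedule: 6 min compound pre-incubation at room temperature, 100 s kinetic read / Compound: single-point 3.0 µM / Replication: singlicate / Technique: Fluo-8 calcium dye fluorescence / Read-out basis: % activation of max/min ratio relative to oxytocin controls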
V1R ag counter: agonists of human V1a receptor, primary screen, counter-screen for OXTR agonist project, fluorescence, CHO-V1R cells | Fluo-8 calcium fluorescence, agonist mode; 0% DMSO, 100% 3 nM vasopressin | activation, % at 3 µM | 320,000 compounds, 0.25% hits | AID 2797, 2010;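 active means activation above the mean activation of all tested compounds plus 3 SD, per screening run, cut at about 20% in these data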;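 further: signal is peak over basal fluorescence ratio across a 100 second FLIPR read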
CHRM1 antagonist: human M1 muscarinic receptor antagonists, primary screen, CHO-K1 cells, Fluo-8 calcium fluorescence, 1536-well | Muscarinic acetylcholine receptor M1 (Homo sapiens), P11229 | CHO-K1 hM1, ACh EC80 antagonist | inhibition, % at 3 µM | 360,000 compounds, 1.3% hits;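 active means percent inhibition above its own plate's cutoff, namely the mean of that plate's compound wells plus 3 SD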;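 further: peak over basal fluorescence ratio during 140 s after agonist addition; 0% = ACh EC80 plus DMSO and 100% = DMSO alone without agonist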
OXTR agonist: human OXTR agonists, primary screen, fluorescence, CHO-OTR cells, Fluo-8 calcium; Fluo-8 calcium fluorescence; normalized: DMSO 0%, oxytocin 100%; activation, % at 3 µM; 320,000 compounds, 0.32% hits; AID 2435, 2010;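 active means activation above the mean of all tested compounds plus 3 SD, cutoff set per screening run, cut at about 20% in these data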;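 further: peak over basal fluorescence ratio from a 100 s FLIPR kinetic read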
TAAR1 antag: human TAAR1 antagonists, primary screen, Fluo-8 calcium fluorescence, CHO RD-HGA16 cells; Trace amine-associated receptor 1 (Homo sapiens), Q96RJ0; antagonist; inhibition, % at 3 µM; 360,000 compounds, 1.5% hits; AID 624466, 2012;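 active means inhibition above a per-plate cutoff, the mean inhibition of test compounds on that plate plus 3 SD, cut at about 49% in these data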;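 further: 0% = DMSO plus EC80 beta-PEA response and 100% = DMSO alone without agonist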
Target sequence (Q96RJ0 whole entry, looked up): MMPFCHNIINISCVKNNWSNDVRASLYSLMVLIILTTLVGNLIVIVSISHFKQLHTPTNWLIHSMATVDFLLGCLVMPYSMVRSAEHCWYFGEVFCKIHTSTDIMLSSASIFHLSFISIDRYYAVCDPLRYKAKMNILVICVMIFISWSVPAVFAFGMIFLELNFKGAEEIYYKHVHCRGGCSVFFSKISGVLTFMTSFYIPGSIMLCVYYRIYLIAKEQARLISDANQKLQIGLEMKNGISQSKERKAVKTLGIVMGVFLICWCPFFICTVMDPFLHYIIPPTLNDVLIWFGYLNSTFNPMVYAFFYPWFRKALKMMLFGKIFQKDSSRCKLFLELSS
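test system = CHO RD-HGA16 cells bearing hTAAR1 | replication = singlicate | controls = DMSO-only wells and EC80 β-PEA-stimulated wells | reagent = EC80 β-phenethylamine stimulus | read-out basis = percent inhibition of PEA-evoked calcium signal, max/basal emission ratio | schedule = seeding 17-24 h prior, 75-min 37 °C, 30-min RT dye loading | signal = kinetic Fluo-8 calcium fluorescence measurement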
CHRM1 agonist: human M1 muscarinic receptor agonists, primary screen, Fluo-8 calcium fluorescence, CHO-K1 cells, HTS; Muscarinic acetylcholine receptor M1 (Homo sapiens), P11229; CHO-K1 hM1, agonist mode; 0% DMSO, 100% acetylcholine EC100; 360,000 compounds, 0.33% hits; AID 588814, 2011; activation, % at 3 µM;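 active means activation above the run's mean compound activation plus 3 SD, cut at about 16% in these data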;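 further: peak over basal fluorescence ratio within a 140 s kinetic read after compound addition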
CHO parental Ca: ATP-evoked calcium signal inhibitors, parental CHO, primary screen, counter-screen for OX1R antagonist project, cell-based, fluorescence, Fluo-8 calcium dye; parental CHO-K1, ATP-induced calcium, Fluo-8 fluorescence; AID 463079, 2010; inhibition, % at 5.6 µM; 330,000 compounds, 0.63% hits;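 active means inhibition above that plate's mean sample inhibition plus 3 SD, cut at about 26% in these data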;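 further: 0% = ATP-challenged DMSO wells and 100% = DMSO wells without ATP; some compounds past the cut are filed as inactive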
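Measured by: calcium-sensitive Fluo-8 fluorescence / Test system: CHO parental line / Controls: ATP-challenged DMSO wells low, unchallenged DMSO wells high / Measure: % inhibition / Compound: single nominal dose of 5.6 µM per compound / Replicates: single well per compound, no replicates / Reagent: ATP as calcium-mobilizing challenge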
TAAR1 agonist: human TAAR1 agonists, primary screen, Fluo-8 calcium fluorescence, CHO RD-HGA16 cells. Trace amine-associated receptor 1 (Homo sapiens), Q96RJ0. vehicle wells 0%, saturating PEA agonist 100%. activation, % at 3 µM. 360,000 compounds, 0.99% hits;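 active means activation above the mean activation of all test compounds in the run plus 3 SD, cut at about 38% in these data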
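Signal – calcium-sensitive Fluo-8 signal, excitation 470-495, emission 515-575 nm · System – RD-HGA16 (CHO) cells co-expressing Gα16 and hTAAR1 · Incubation – 17-24 h seeding, 75 min 37 °C dye, 30 min RT · Compound dosing – 3 µM single concentration · Repeats – no replicates (n 1)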
The depositor's hits bear a star; . = no result given.

SMILES	M1 PAM	OXTR potentiator	V1R ag counter	CHRM1 antagonist	OXTR agonist	TAAR1 antag	CHRM1 agonist	CHO parental Ca	TAAR1 agonist
CS(=O)(=O)c1ccccc1C(=O)Nc1ccc2sccc2c1	7	-6	0.2	-10	-0.4	8	-1	2	1
Cc1cc(OC(C)C)c2c(-c3ccccc3)cc(=O)oc2c1	-16	-13	-0.7	13	-1.5	48	-4	-14	13
CC(C)Cn1c(N)c(C(=O)CSc2nnc(-c3ccco3)n2C)c(=O)n(C)c1=O	5	2	1.1	3	1.8	-12	-6	-3	6
O=C(O)c1ccc(NC2OC[C@@H](O)[C@H](O)[C@H]2O)cc1 (stereo partly drawn)	-4	1	0.0	-12	0.1	-17	-1	-9	4
Cn1nnnc1SCC(=O)Nc1ccccc1Cc1ccccc1	5	-4	1.9	-28	0.2	-5	-4	3	2
COc1ccc(CN(C(=O)COc2ccc(C)c(C)c2)C2CCS(=O)(=O)C2)cc1OC (stereo not drawn)	-13	-7	0.6	24	0.0	-2	0	-7	7
CC(C)CCC(C)N=Cc1c(O)n(Cc2ccccc2)c(=O)c2ccccc12 (stereo not drawn)	-4	-12	1.4	-2	-0.3	-1	-3	-40	1
COc1cccc2c(=O)n(CC(=O)N3CCCCC3)ccc12	4	0	0.0	-2	-0.1	-21	-3	-10	2
Cc1cc(-c2cc(C)c(N)cc2C)c(C)cc1N	2	.	.	-10	.	-10	-2	.	3
COCCNC(=O)C(c1cccnc1)N(Cc1ccc(C)cc1)C(=O)Cn1nnc2ccccc21 (stereo not drawn)	4	-14	1.0	-3	-1.7	6	-4	-11	16
CCCCNC(=S)N1CCN(c2nc3ccccc3s2)CC1	2	-26	8.6	-4	5.1	27	-2	16	12
CCOC(=O)c1c(/N=C/c2cccc([N+](=O)[O-])c2O)sc2c1CCC2	1	-8	-1.0	2	-1.9	-22	-3	-32	-1
O=C(c1ccccc1Cl)N1CCc2ccccc2C1	3	-10	-1.0	10	-1.8	-9	-12	-8	0
Cc1nc2ccccc2c(=O)n1CCN1CCOCC1	1	2	0.9	3	-0.5	-20	-3	-5	4
NNC(=O)COc1ccccc1[N+](=O)[O-]	10	-9	-0.2	-11	-0.7	6	-2	-15	5
O=C(C[C@H]1C(=O)N(C2CCCCC2)C[C@@H]1c1ccccc1)Nc1ccc(Br)cc1	11	.	.	-23	.	-9	-3	.	3
CC1CN(C(=O)CCC(=O)NCCCN2CCN(Cc3ccccc3)CC2)c2cc(Cl)ccc2O1 (stereo not drawn)	-13	-10	5.3	17	3.9	-20	-5	-12	2
COc1ccccc1C1=NC(c2ccccc2)CN1c1ccccc1 (stereo not drawn)	-1	-9	0.3	3	-0.6	-15	-1	-25	-1
Cc1ccc(-c2cc(C(=O)NCC(c3ccccc3)N(C)C)c3ccccc3n2)o1 (stereo not drawn)	3	-5	-0.4	-17	-0.5	39	-2	-18	8
CC1(C)OC2OC(C(=O)N/N=C/c3cc(Br)ccc3O)C3OC(C)(C)OC3C2O1 (stereo not drawn)	-7	-4	-1.2	7	-1.3	3	-7	-10	8
COc1ccc(C2CC(c3ccccc3)Nc3nc(NC(=O)c4ccco4)nn32)cc1 (stereo not drawn)	8	-10	0.6	-7	-0.1	9	-2	-6	8
CC(C)(C)OC(=O)N1CC=C2C(C#N)=C(N)C(C#N)(C#N)C(c3cccs3)C2C1 (stereo not drawn)	-4	-8	1.3	18	-0.8	24	-1	-7	18
COC(=O)c1ccc(Cn2cnc3c(sc4nc(N5CCOCC5)c5c(c43)CCCC5)c2=O)o1	-5	-6	1.3	16	-0.2	0	-7	-25	0
COc1ccccc1CN(Cc1nc2ccccc2c(=O)[nH]1)C(=O)Nc1ccc(C)cc1	2	0	-1.2	-1	-1.7	19	-7	-25	14
O=C(NC(=S)N1CCN(c2ccc([N+](=O)[O-])cc2)CC1)c1ccccc1F	-2	-10	0.7	10	-2.4	3	-9	-15	-2

Reprinted from the part before: 2 entries; new compounds follow.
SMILES	M1 PAM	OXTR potentiator	V1R ag counter	CHRM1 antagonist	OXTR agonist	TAAR1 antag	CHRM1 agonist	CHO parental Ca	TAAR1 agonist
COc1ccccc1CN(Cc1nc2ccccc2c(=O)[nH]1)C(=O)Nc1ccc(C)cc1	2	0	-1.2	-1	-1.7	19	-7	-25	14
O=C(NC(=S)N1CCN(c2ccc([N+](=O)[O-])cc2)CC1)c1ccccc1F	-2	-10	0.7	10	-2.4	3	-9	-15	-2
COc1ccc2c(c1)CCc1c(C(=O)Nc3ccn(Cc4ccc(C)cc4)n3)noc1-2	4	1	0.6	-2	0.1	-5	4	-10	5
CCCCCCn1nc(C(=O)Nc2nc3c(s2)CCCC3)c2ccccc2c1=O	8	-2	0.4	-6	-0.9	-24	-7	-31	3
Cc1cccc(C)c1NC(=O)C1(NC(=O)C2CCC(=O)N2)CCCCC1 (stereo not drawn)	7	-1	-0.7	-6	-0.5	-5	-8	9	2
Cc1ccc(NC(=S)NCc2ccc(Cl)cc2)c(OC(F)F)c1	-21	-11	7.0	34*	-0.3	36	-1	-12	5
CC(C)(C)C(=O)Nc1cccc(-c2nnc(-c3cccc(NC(=O)C(C)(C)C)c3)o2)c1	-2	-2	0.7	-3	0.0	44	-2	-33	17
CC1CCCCN1C(=S)NCc1ccccc1 (stereo not drawn)	7	-12	0.5	-6	-0.9	-12	-8	-7	5
C[C@H](CO)N1C[C@H](C)[C@@H](CN(C)S(=O)(=O)c2ccccc2)Oc2c(NC(=O)Nc3ccc4c(c3)OCO4)cccc2C1=O	0	2	0.3	-10	-0.1	28	-4	-23	9
Cc1cccn2c(=O)c(C=O)c(N3CCN(c4ccc(F)cc4)CC3)nc12	8	-13	0.8	-6	0.0	-1	-5	-9	4
O=C(NCc1ccc(Cl)cc1)c1ccc(S(=O)(=O)N2CCCCC2)cc1	9	-1	4.1	-5	2.2	11	-2	-1	9
Cn1cc(C(=O)C(=O)N2CCCC2)c2ccccc21	-3	.	.	-3	.	6	-3	.	0
COc1ccc(S(=O)(=O)N2CCCC(C(=O)NCc3ccc4c(c3)OCO4)C2)cc1 (stereo not drawn)	3	2	-0.4	-9	-0.3	-11	-5	-20	-1
N#CC1=C(N)SC(N)=C(C#N)C1C1C=CCCC1 (stereo not drawn)	5	-6	9.4	-3	14	-5	0	3	16
CC(=O)NN1C(=O)/C(=C\c2ccc(Cl)cc2)SC1=S	6	-6	0.5	-8	0.2	2	-1	-6	4
Cc1ccc(-n2c(SCC(=O)NCC3CCCO3)nc3c(c2=O)SCC3)cc1 (stereo not drawn)	0	2	-0.5	-2	-1.2	-20	0	-3	3
CC[N+](C)(C)CCN(Cc1ccc(Cl)cc1)c1ccccn1	-13	-12	-0.6	80*	-0.8	-8	15	-11	8
Cc1ccc(-c2nnn(CC(=O)N(CC(=O)NC3CCCCC3)c3cccc(F)c3)n2)o1	8	.	.	1	.	7	8	.	3
COc1ccc(C2C(C#N)=C(N)Oc3cccc(O)c32)cc1 (stereo not drawn)	12	-7	2.1	-13	0.5	-13	-2	-2	4
Cc1ccccc1CSCCNC(=O)CCSc1ccccc1	3	-6	-1.1	-3	-1.7	2	-5	-7	1
COc1ccc(CCN2CC34C=CC(O3)C(C(=O)NCc3ccccc3Cl)C4C2=O)cc1OC (stereo not drawn)	3	-8	1.6	-2	-0.6	-3	-2	-11	0
O=C(/C=C/c1ccc([N+](=O)[O-])cc1)NCc1ccc2c(c1)OCO2	5	-5	-0.1	-3	0.8	-4	-4	-11	2
O=C(C1CC(=O)N(c2ccc3c(c2)OCCO3)C1)N1CCN(Cc2ccccc2F)CC1 (stereo not drawn)	4	-1	1.6	-5	0.4	-16	-4	-2	2
CN[C@H](C)C(=O)NC[C@H]1O[C@@H](n2cnc3c(N)ncnc32)[C@H](O)[C@@H]1O	-6	.	.	3	.	.	-1	-1	.
COc1ccccc1-n1nc(C)c(-c2ccccc2)c1N	6	-3	0.0	-4	-0.9	-30	-5	-2	2
COc1cccc(C2=CC(=O)CC(C)(C)C2)c1	-15	4	-1.2	21	-1.7	-4	-7	-2	5
O=C(NCc1ccco1)Nc1ccc(OC(F)(F)F)cc1	-2	-9	1.8	4	-1.2	6	-1	-12	0

Next section.
SMILES	M1 PAM	OXTR potentiator	V1R ag counter	CHRM1 antagonist	OXTR agonist	TAAR1 antag	CHRM1 agonist	CHO parental Ca	TAAR1 agonist
Cc1cc(C)c(OCCN(C)C)c(Cl)c1	4	3	0.7	-2	2.0	11	-5	-18	0
CC1(C)NC(=O)N(CC(=O)OCC(=O)N2CCN(S(=O)(=O)c3ccccc3)CC2)C1=O	8	.	.	-9	.	-21	-3	.	5
COc1ccc([C@H]2CC(=O)C=C(c3cc(C)ccc3F)C2)cc1	2	-2	0.1	9	0.1	5	-6	-24	5
Brc1ccc(-c2nnc(-c3cccnc3)c3conc23)cc1	.	-5	0.9	.	-0.1	.	.	1	.
O=S(=O)(c1ccccc1)c1nc(Nc2cccc(O)c2)sc1Cl	4	-13	6.1	3	4.0	2	-1	-6	8
O=C(O)C1Cc2[nH]cnc2C(c2cccc([N+](=O)[O-])c2)N1 (stereo not drawn)	-1	-7	0.4	9	0.3	-2	-4	3	1
CCOC(=O)CSc1nc2ccc(N3CCOCC3)cc2c(=O)n1Cc1ccc2c(c1)OCO2	.	-5	-0.6	.	-1.1	.	.	7	.
O=C(O)/C(=C\c1ccccc1OC(F)F)Sc1nnc(-c2ccc(F)cc2)o1	-2	-5	0.4	8	-0.5	-31	-5	-8	4
CCCCCCCCNC(=O)c1ccc(C)cc1	.	-5	-0.8	.	-2.6	-8	.	4	2

Source: PubChem
